p53ts 39C kill = kills p53ts cells at the nonpermissive temperature. H1299-p53A138V viability at 39C, ATP luminescence, 24 h. AID 902. Potency, µM (doses to about 46.1 µM), for inactives: at the top dose activity change, negative = cell killing, most hits filed as cytotoxic. 130,000 tested, 1.5% active; note: nearly all actives have a fitted effect of over 55% in size
Imprint erasure = induces erasure of genomic imprints in mouse ES cells | mouse ES Peg3-LacZ reporter, beta-gal luminescence, 40 h | Potency, µM (titrated, usually from 60.7 µM), for the others: at the top dose activity change, positive = activation, hits mostly activators | 110,000 tested, 0.02% active | AID 1948;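 note: 0% = negative control wells on the plate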
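Each well holds 300 Peg3LacZ-Neo (maternal) female ES cells incubated 40 h at 37C, 5% CO2. LacZ is measured by BetaGlo luminescence, with AC50 and maximum efficacy derived from dose-response curves.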
IkB sig inh = IkB pathway inhibition in ABC-DLBCL cells; 110,000 tested, 0.04% active; Potency, µM (top dose mostly 57.1 µM), for inactives: at the top dose IkBa stabilization activation; ABC-DLBCL IkBa-CBG/CBR dual luciferase ratio, 4 h; response scale: scaled: untreated 0%, proteasome inhibitor 100%; AID 445; active = well fitted curve in the direction sought with a large enough effect in the signal ratio, not every such curve was filed as active; inconclusive = small, poorly fitted or top-dose-only effect, or a change in a side signal; the % refers to the signal ratio;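 note: the direction sought is a rising ratio; 0% = basal untreated cells and 100% = reference inhibitor full response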
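Curves were fitted separately to fusion (green), unfused (red) and ratio luminescence, then classed by r2, magnitude and activity. Cells: OCI-Ly3, 4 h compound plus doxycycline at 37C; 10 uM MG-132 defined full response.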
p53ts 32C kill = p53ts cell cytotoxicity, permissive temperature | H1299-p53A138V at 32C, ATP luminescence viability, 24 h | Potency, µM (top dose mostly 46.1 µM), inactives show at the top dose activity change, negative = cytotoxicity, actives largely listed as cytotoxic | 130,000 tested, 0.93% active;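 note: 0% = DMSO and -100% = full killing by reference compound; nearly all actives have a fitted effect of over 55% in size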
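Viability by ATPlite luminescence after 24 h compound treatment (up to 46 uM) at the permissive 32C. Cells are H1299 carrying p53 A138V. Scale runs from DMSO basal to 100 uM tamoxifen as full kill; AC50 from Hill fits.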
* hit, by the source's call; ? = inconclusive; / = not tested or not shown; [ ] = dose if it differs, or a comment. Unless noted, calls come from the whole dose curve; as a rule, active = well fitted curve in the direction sought with a large enough effect; inconclusive = small, poorly fitted or top-dose-only effect, or another doubt; inactive = no such curve, though single readings can be large; an effect the other way counts as inactive or inconclusive. Unless noted, % is set by controls: 0 for no effect and ±100 for the full control effect; potency is the fitted concentration of half-maximal effect.

SMILES	p53ts 39C kill	Imprint erasure	IkB sig inh	p53ts 32C kill
Cc1cc(C)n(-c2c(F)c(F)c(CN3CCOCC3)c(F)c2F)n1	-0.2%	-13.4%	0.6%	3.8%
COc1ccc2c(c1)c1c(c(=O)n(Cc3ccccc3)c(=O)n1CC(=O)Nc1c(C)cccc1C)n2C	-2.3%	-6.4%[10.9 µM]	-0.4%	9.7%
Cc1c(C)n(Cc2ccccc2)c2ccc(C(=O)N3CCN(c4ccc(F)cc4)CC3)cc12	24.1%	-7.4%[10.9 µM]	-1.5%	11.0%
COC(=O)c1ccccc1NC(=O)c1cncc(Br)c1	-6.2%	-12.2%	-1.9%	-3.2%
COc1cccc(S(=O)(=O)Nc2cccnc2)c1	6.5%	2.8%	1.0%	1.4%
CN(C)c1ccc(CNC(=O)c2cnc3sc(N4CCCC4)nn3c2=O)cc1	-0.1%	-4.8%[10.9 µM]	-0.8%	4.9%
CCN(CC)c1ccc(C(=O)N2CCC(c3ccncc3)CC2)cc1	-9.7%	-15.1%[10.9 µM]	0.2%	1.7%
O=C(O)CCC(=O)N1CCc2cc(S(=O)(=O)NC3CCCc4ccccc43)ccc21 (stereo not drawn)	2.0%	-9.6%	?	-5.7%
CCCn1c(=O)[nH]c2nc(-c3ccc(S(=O)(=O)O)cc3)[nH]c2c1=O	-6.0%	1.7%	1.3%	-0.7%
CCCCC(=O)N1CCc2cc(OC)c(OC)cc2C1COc1ccc(C(=O)OCC)cc1 (stereo not drawn)	-28.8%	-12.3%[10.9 µM]	?	4.0%
COC(=O)c1c(NC(=O)CN2CCN(c3ccccc3OC)CC2)c2cc(C)ccc2n1C	-14.9%	-9.5%	-2.9%	6.4%
Cn1c(=O)c(=O)n(C)c2cc(S(=O)(=O)N3CCN(c4ccccc4F)CC3)ccc21	?	-15.2%[10.9 µM]	-0.9%	2.1%
O=C(CSc1ccccc1)Nc1ccc(S(=O)(=O)NCC2CCCO2)cc1 (stereo not drawn)	-7.7%	-13.6%	?	3.2%
CN(C)C(=O)c1ccc(-c2nc(NCc3cccnc3)c3ccccc3n2)cc1	-26.5%	-26.8%	-10.3%[11.4 µM]	-28.6%
Cc1ccc(-c2noc(CSc3nnc(-c4ccccc4)n3C)n2)cc1	-7.6%	-20.0%	6.2%	-2.9%
CN(CCC#N)S(=O)(=O)c1ccc2c(c1)c(=O)n(C)c(=O)n2C	-3.4%	-14.3%	0.3%	-3.2%
CCCCCCn1c(N(CC)CC)nc2c1c(=O)[nH]c(=O)n2C	-1.4%	-12.9%	-0.2%	16.9%
O=C(NCc1ccco1)C(c1cccnc1)N(C(=O)Cn1nnc2ccccc21)c1ccc(F)cc1 (stereo not drawn)	3.5%	-5.0%	-1.6%	2.2%
N#Cc1ccc(CSc2ncnc3c2cnn3Cc2ccccc2)cc1	-12.0%	-17.5%	7.4%	-12.1%
CC(=O)c1cccc(NC2c3ncccc3C(=O)N2Cc2ccco2)c1 (stereo not drawn)	-1.9%	-12.3%	-0.8%	-17.0%
CCOC(=O)c1ccc(NC(=O)NCc2ccn(CC)n2)cc1	-16.9%	-2.9%	-0.2%	-13.3%
C1CCC2(CC1)C1=C(CCCC1)Nc1nnnn12	6.5%	-5.2%	-0.4%	0.4%
COc1ccccc1NC(=O)CN1C(=O)C2(SCC(=O)N2c2ccc(F)c(F)c2)c2ccccc21 (stereo not drawn)	-6.1%	-4.8%[10.9 µM]	39.8%	-2.8%
NC(=O)CS(=O)C[C@H](N)C(=O)O (stereo partly drawn)	4.3%[9.22 µM]	-10.6%[10.9 µM]	0.0%[11.4 µM]	-7.9%[9.22 µM]

Four compounds drawn at random from those above:
SMILES	p53ts 39C kill	Imprint erasure	IkB sig inh	p53ts 32C kill
CCOC(=O)c1ccc(NC(=O)NCc2ccn(CC)n2)cc1	-16.9%	-2.9%	-0.2%	-13.3%
CCCCCCn1c(N(CC)CC)nc2c1c(=O)[nH]c(=O)n2C	-1.4%	-12.9%	-0.2%	16.9%
O=C(CSc1ccccc1)Nc1ccc(S(=O)(=O)NCC2CCCO2)cc1 (stereo not drawn)	-7.7%	-13.6%	?	3.2%
CC(=O)c1cccc(NC2c3ncccc3C(=O)N2Cc2ccco2)c1 (stereo not drawn)	-1.9%	-12.3%	-0.8%	-17.0%

Additional structures:
SMILES	p53ts 39C kill	Imprint erasure	IkB sig inh	p53ts 32C kill
c1ccc2[nH]c(CSc3nnc(-c4ccncc4)o3)nc2c1	10.1%	-7.7%	4.9%	2.8%
O=C(O)c1cccc(NC(=O)C23CC4CC(C2)CC(n2cnc(Cl)n2)(C4)C3)c1	-2.4%	-0.9%	-1.1%	8.7%
COc1ccc(NC(=O)C(c2ccccc2)N(C)C(=O)c2cnccn2)cc1 (stereo not drawn)	-9.4%	-10.3%	-0.7%	3.2%
N=c1n(CCN2CCCC2)c2ccccc2n1CC(O)c1ccco1 (stereo not drawn)	12.9%	-0.3%	2.6%	-12.4%
CCc1cccc(NC(=O)CN(C)S(=O)(=O)c2cccc3cccnc23)c1	-13.4%	10.4%[10.9 µM]	?	-7.3%
CC(=O)OC(C(=O)NC1CCCCC1)c1ccc(C#N)cc1 (stereo not drawn)	-15.3%	2.8%	-0.6%	-9.7%
COc1cc(C(=O)Nc2c(-c3ccccn3)c(=O)c3ccccc3n2C)cc(OC)c1OC	6.3%	5.3%	-0.2%	4.6%
Cc1ccc(S(=O)(=O)N2CCN=C2c2ccccc2)cc1C	8.8%	/	/	7.7%
Cn1c(=O)c2nc(-c3ccc(Cl)cc3Cl)oc2c2ccccc21	-22.6%	-4.4%	0.0%	-26.3%
CCOc1cc2[nH]c(=O)n(CCCC(=O)NCc3ccco3)c(=O)c2cc1OCC	-11.6%	-13.8%	-0.9%	6.1%
COc1ccc(NC(=O)Cn2c(=O)n(Cc3ccccc3)c(=O)c3oc4ccccc4c32)cc1Cl	?	-9.6%[10.9 µM]	2.7%	-25.8%
COc1ccc(OCC(=O)Nc2cccc(NC(=O)COc3ccc(OC)cc3)n2)cc1	-2.2%	-28.1%	6.3%	3.2%
Cc1ccc(C(=O)NCc2ccc3c(c2)CCN3C(=O)c2ccc(C)cc2)cc1	-21.0%	-2.6%[10.9 µM]	?	-2.8%
Cc1nc(C)c(C(=O)Nc2ccc(Oc3ccccc3)cc2)o1	-1.6%	-24.6%	2.9%	4.9%
CC(=O)Nc1cc(C(=O)NCc2ccc(C)cc2)ccc1Sc1ccc(C)cc1	?	-4.3%[10.9 µM]	?	9.2%
CCOC(=O)c1cccc(NC(=O)CN(c2ccc(C)cc2)S(=O)(=O)c2c(C)noc2C)c1	1.4%	-27.1%	?	9.1%
COc1ccc(N2C(=O)CC(Sc3nnc(-c4ccccc4)o3)C2=O)cc1 (stereo not drawn)	2.1%	-39.6%[inhibitor]	?	-0.4%
COc1ccc(C2CC(C(F)(F)F)n3nc(C(=O)O)c(Cl)c3N2)cc1OC (stereo not drawn)	5.4%	-1.6%	-0.7%	4.8%
COc1cc(C)c(Cl)cc1S(=O)(=O)NCC1CCCO1 (stereo not drawn)	1.4%	-4.7%	2.4%	5.0%
O=C(CSc1nnc2ncccn12)N1CCCCCC1	-10.1%	-2.0%	0.1%	-8.0%
O=C(Cn1nc(-c2ccccc2)nc(Cc2ccccc2)c1=O)Nc1ccc(Cl)cc1	-7.1%	-8.9%[10.9 µM]	?	18.2%
CC(NC(=O)c1noc2c1CCCCC2)c1ccccc1 (stereo not drawn)	-11.2%	-9.8%	8.1%	4.7%
CCN(C(=O)c1cccn(Cc2cccc(Cl)c2)c1=O)c1ccccc1	-24.7%	4.4%[10.9 µM]	2.6%	0.7%
Nc1c(C(=O)NCC2CCCO2)sc(=S)n1-c1ccccc1 (stereo not drawn)	2.2%	-3.0%	-1.1%	4.9%
CO[C@H]1COC(=O)C/C=C\[C@H](C)[C@@H](OC)COC(=O)[C@H](Cc2ccccc2)NC(=O)C/C=C\[C@@H]1C	16.7%[9.22 µM]	/	/	9.2%[9.22 µM]
CCCCC(=O)NC1=NC(=O)C(C)(C)S1	3.2%	-9.7%	-3.4%	14.6%
COc1ccc(NC(=O)CN2C(=O)CSc3ccc(S(=O)(=O)N4CCCC4)cc32)cc1OC	-5.0%	-10.4%[10.9 µM]	0.6%	4.6%
CC1(C)CC2CC(C)(CN2C(=O)NC(=O)c2ccccc2)C1 (stereo not drawn)	0.8%	/	/	-13.8%
COc1ccc(NC(=O)c2ccc(-c3cccc(Cl)c3C)o2)cc1	-29.2%	-5.8%[10.9 µM]	7.1%	-7.4%
COc1cc(OC)c2c(=O)c(-c3ccc4c(c3)OCO4)coc2c1	-17.9%	-22.2%	/	-19.9%
COc1ccc(CCNC(=O)c2ccc3c(c2)N(Cc2cccc(Cl)c2)C(=O)c2ccccc2S3=O)cc1OC (stereo not drawn)	9.4%	-17.0%[10.9 µM]	-1.9%	3.8%
CCC(C)(C)n1nnnc1C(c1ccc(Cl)cc1)N1CCN(C)CC1 (stereo not drawn)	-14.3%	-2.5%	0.8%	-9.1%
C/C(N)=C(/C#N)C(=O)COc1ncnc2ccccc12	4.9%	-1.2%	0.7%	1.7%
CCCCS(=O)CC(O)COc1ccc(C(C)(C)C)cc1 (stereo not drawn)	-8.0%	-12.6%	1.7%	-15.5%
COc1ccc(-n2nc(C(=O)NCCc3cccc(C)c3)c3c4ccccc4n(C)c3c2=O)cc1Cl	26.2%	-5.7%[10.9 µM]	-0.3%	5.3%
O=C(Cc1ccc(-c2ccccc2)cc1)NCCN1CCOCC1	0.7%	/	6.9%	-11.0%
CCCC(=O)NCCc1cc2ccc(C)c(C)c2[nH]c1=O	11.4%	-9.9%	-1.7%	-3.8%
CCC[C@@H]1C[C@@]1(CCC)[C@@H](NC(=O)c1ccccc1)c1ccc(C(=O)OC)cc1	-6.5%	-19.9%	/	11.3%
CCOC(=O)c1ccc(NC(=O)CSc2nnc(C3CCCCC3)n2C)cc1	-0.3%	/	/	-8.8%
CCCOCCOC(=O)C1=C(C)NC(=O)NC1c1cc(Cl)c(O)c(OC)c1 (stereo not drawn)	2.6%	-3.0%	1.5%	6.0%
CCC(C)NC(=O)c1sc2nc(C)c(C(=O)Nc3ccc(Cl)cc3)c(-c3ccc(Br)cc3)c2c1N (stereo not drawn)	-3.8%	21.4%[10.9 µM]	?	-5.1%
CC(C)=C(NC(=O)c1ccco1)C(=O)NCCc1nc2ccccc2[nH]1	6.5%	-0.5%	1.1%	0.9%
Cn1c(=O)c2c(nc(SCC(=O)Nc3ccc(F)cc3)n2Cc2ccccc2F)n(C)c1=O	5.1%	9.5%[10.9 µM]	-0.5%	-5.8%
O=C(O)c1ccc(NCc2cccnc2)cc1	9.4%	-10.1%	1.5%	1.0%
COc1ccccc1N1CCN(S(=O)(=O)c2c(C)sc3ncn(CC(=O)N(C)c4ccc(C(C)C)cc4)c(=O)c23)CC1	-14.4%	-4.8%[10.9 µM]	?	15.3%
O=C(O)CCCN1C(=O)NC2NC(=O)NC21 (stereo not drawn)	0.5%	-12.7%	0.7%	6.5%
Cc1c(C(=O)Nc2cccc(Cl)c2)oc2ccc(S(=O)(=O)N3CCC4(CC3)OCCO4)cc12	-16.1%	-1.2%	1.7%	-8.7%
O=C(Nc1nc(-c2ccc3c(c2)OCO3)cs1)C1CC1	-3.8%	-18.2%	3.0%	-19.5%

Compound profiles, as listed above:
Cc1ccc(-c2noc(CSc3nnc(-c4ccccc4)n3C)n2)cc1 is listed as p53ts 39C kill = -7.6%; Imprint erasure = -20.0%; IkB sig inh = 6.2%; p53ts 32C kill = -2.9%
Nc1c(C(=O)NCC2CCCO2)sc(=S)n1-c1ccccc1 (stereo not drawn) is listed as p53ts 39C kill = 2.2%; Imprint erasure = -3.0%; IkB sig inh = -1.1%; p53ts 32C kill = 4.9%

Later entries:
SMILES	p53ts 39C kill	Imprint erasure	IkB sig inh	p53ts 32C kill
COc1ccccc1-n1c(C)nnc1SCC(=O)NCc1ccccc1	10.8%	/	/	-5.7%
O=C(c1ccc2snnc2c1)N1CCOCC1	0.8%	-8.0%	3.6%	4.8%
COc1ccc(NC(=O)CSC2CC(=O)N(c3ccc4c(c3)OCCO4)C2=O)cc1 (stereo not drawn)	1.3%	-19.4%	3.3%	-3.6%
N#CC1=C(N)N(c2ccccc2)C2=C(C(=O)CCC2)C1c1ccccc1 (stereo not drawn)	-0.6%	/	/	-1.1%

Screens as filed in PubChem.
